AMA1 RON2 block = inhibitors of Plasmodium falciparum AMA1-RON2 interaction; AlphaScreen AMA1-biotinylated RON2 peptide binding; Potency, µM (highest dose often 58.2 µM), for the others: top-dose activity change, negative = inhibition, actives largely listed as inhibitors; 360,000 tested, 0.2% active; AID 720542;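 note: potency is the fitted concentration of half-maximal effect; 0% = vehicle wells and -100% = peptide control; nearly all actives have a fitted effect of over 45% in size; some results filed as inactive show a strong effect at the top dose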
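AMA1 (3D7) with his tag at 25 nM final met compounds first, then biotinylated RON2 peptide at 25 nM; detection used donor plus acceptor beads, 10 µg/mL apiece, read by AlphaScreen after 30 min at room temperature.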
HCV inh = blocks hepatitis C virus; Huh7.5.1 HCVcc-Cre infection, luciferase reporter, 44 h; Potency, µM (doses to about 41.8 µM), inactives show top-dose activity change, negative = inhibition, usual class: inhibitors; 340,000 tested, 3.4% active; AID 651820; note: potency is the fitted concentration of half-maximal effect
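Compounds are dispensed onto cells plated 4 h earlier at 1,000 per well, with HCVcc-Cre virus (about 0.5 moi) added next. Following 44 h of culture, luminescent signal is measured for 15 sec after 15 min with substrate at room temperature.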
Sm TGR block = blocks Schistosoma mansoni thioredoxin glutathione reductase; Q962Y6; purified TGR, DTNB reduction, TNB absorbance 405 nm; Potency, µM (series often up to 114 µM), for the others: top-dose activity change, negative = inhibition, hits mostly inhibitors; 360,000 tested, 3% active; note: potency is the fitted concentration of half-maximal effect; nearly all actives have a fitted effect of over 60% in size
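TGR 20 nM + NADPH 100 uM (dispensed conc.), cpd preinc 15 min RT; start with NADPH (500 uM addition) then DTNB (15 mM addition). Kinetic TNB absorbance, 405 nm filter. Four-parameter Hill fit across titration.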
HCMV antiviral = inhibitors of human cytomegalovirus. HFF cells, HCMV-luciferase reporter, 72 h; hits give low values. activity change, negative = inhibition, % at 57.5 µM. 410,000 tested, 4.5% active. AID 1259415; in the data active = activity change below about -60%; inconclusive = no clear call, values can overlap the other calls; inactive = above about -39%
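Cell-based, HFFs, 1000 cells/well, 16 h 37C; cpds in DMSO + HCMV-luc, MOI 1 PFU/cell; 72 h 37C; OneGlo luminescence after 5 min RT; norm. to buffer vs Salinomycin 10uM.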
AmpC inh detg = blocks E. coli AmpC beta-lactamase in detergent assay. P00811. Potency, µM (top dose mostly 114 µM), inactives show at the highest dose activity change, negative = inhibition, hits mostly inhibitors. 370,000 tested, 0.041% active. AmpC hydrolysis of nitrocefin, absorbance 480 nm, 0.01% Triton;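 note: potency is the fitted concentration of half-maximal effect; 0% = no-compound wells and -100% = no-enzyme wells; nearly all actives have a fitted effect of over 25% in size; some results filed as inactive show a strong effect at the top dose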
Target sequence (P00811 whole entry, looked up): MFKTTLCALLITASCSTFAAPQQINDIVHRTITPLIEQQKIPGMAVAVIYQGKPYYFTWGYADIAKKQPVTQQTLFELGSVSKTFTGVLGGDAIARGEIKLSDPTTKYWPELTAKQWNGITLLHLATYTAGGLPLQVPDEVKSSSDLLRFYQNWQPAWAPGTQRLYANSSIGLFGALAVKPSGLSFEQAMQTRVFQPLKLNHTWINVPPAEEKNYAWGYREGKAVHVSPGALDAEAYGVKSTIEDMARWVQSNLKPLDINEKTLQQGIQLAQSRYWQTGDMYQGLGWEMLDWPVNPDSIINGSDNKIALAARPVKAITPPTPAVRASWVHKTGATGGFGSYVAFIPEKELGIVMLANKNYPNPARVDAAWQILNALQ
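AmpC (5.3 nM in the dispensed reagent) in 20 mM phosphate pH 7.0 with 0.01% (detergent screen) or 0.0001% Triton X-100 was preincubated with compounds for 15 min at room temperature. Nitrocefin was then added from an 800 uM solution, and hydrolysis was followed at 480 nm.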
FBPA Giardia inh = blocks Giardia fructose-bisphosphate aldolase activity; A8B2U2; purified Giardia FBPA; Potency, µM (titrated, usually from 59.6 µM), for the others: at the top dose activity, negative = inhibition, hits mostly inhibitors; 290,000 tested, 0.71% active; note: potency is the fitted concentration of half-maximal effect; nearly all actives have a fitted effect of over 55% in size
Target sequence (A8B2U2 whole entry, looked up): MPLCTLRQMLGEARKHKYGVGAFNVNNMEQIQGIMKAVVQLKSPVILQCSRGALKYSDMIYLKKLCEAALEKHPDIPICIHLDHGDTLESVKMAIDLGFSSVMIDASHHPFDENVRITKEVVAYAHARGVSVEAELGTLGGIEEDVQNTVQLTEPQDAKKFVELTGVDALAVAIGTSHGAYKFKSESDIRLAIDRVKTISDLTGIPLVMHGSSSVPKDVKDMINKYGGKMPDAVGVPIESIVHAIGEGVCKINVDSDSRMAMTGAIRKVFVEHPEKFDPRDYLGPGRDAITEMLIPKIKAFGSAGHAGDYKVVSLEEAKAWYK
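Giardia FBPA (40 nM reagent) was preincubated 10 min at RT with compound (up to 57.5 uM final), then substrate plus GAPDH/TPI/NAD/arsenate coupling system with diaphorase/resazurin was added; resorufin fluorescence (525/598 nm) was read after 20 min.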
An asterisk follows results filed as active; ? = inconclusive; . = no result given; & = joins results of further samples; [ ] = another dose, or the depositor's remark. Unless noted, calls come from the whole dose curve; as a rule, active = well fitted curve in the direction sought with a large enough effect; inconclusive = small, poorly fitted or top-dose-only effect, or another doubt; inactive = no such curve, though single readings can be large; an effect the other way counts as inactive or inconclusive. Unless noted, % is set by controls: 0 for no effect and ±100 for the full control effect.

SMILES	AMA1 RON2 block	HCV inh	Sm TGR block	HCMV antiviral	AmpC inh detg	FBPA Giardia inh
COc1ccc(Cn2c(C)c(C)c(C#N)c2NC(=O)Nc2ccc(Cl)cc2)cc1	-6.3%	?	-14.4%	9.4	-2.0%	13.3%
Cc1ccc(C(=O)/C=C/c2ccco2)c(O)c1	5.4%[2.32 µM]	17.6%	44.7µM*	8.3	-1.8%	-5.0%
Cc1cccc(N2CCN(C(=O)c3cn(CC(C)C)c(=O)c4c3c3ccccc3n4C)CC2)c1C	.	.	-1.7%	8.1	21.5%	.
Cc1ccc(-c2c(C)nn3c(N4CCOCC4)cc(C)nc23)cc1	-0.2%	-4.2%	2.5%	?	2.1%	3.7%
Cc1cc(C)c(NC(=O)COC(=O)c2c(C)noc2C)c(Cl)c1	0.2%	?	-9.5%	-16.1	-4.1%	.
CCc1ccc(-c2nc(SCC(=O)NC3CCS(=O)(=O)C3)n[nH]2)cc1 (configuration not stated)	14.0%	4.9%	5.7%	23.5	-8.9%	.
CC(=O)/C=C\c1ccccc1OC(=O)c1cc2ccccc2oc1=O	-21.2%	7.9%	-25.4%	26.8	2.8%	15.8%
COc1cccc(NC(=S)NCc2ccncc2)c1	-1.6%[11.6 µM]	15.6%	?	-33.0	-2.7%	1.0%
O=[N+]([O-])c1cccc(/C=N\N2CCN(Cc3ccccc3Cl)CC2)c1	?	-22.4%	-1.4%	5.8	?	-4.9%
Cc1cc(C)cc(NC(=O)C2CCCN2/C=C/C(=O)C(F)(F)F)c1 (configuration not stated)	-9.1%[2.32 µM]	5.4%	-11.1%	-20.4	?	0.3%
CC1(C)CC[C@]2(C(=O)O)CC[C@]3(CO)C(=CCC4[C@@]5(C)C[C@H](O)[C@H](O)[C@@](C)(C(=O)O)C5CC[C@]43C)[C@@H]2C1 (some centres not stated)	0.0%	46.6%[activator][8.37 µM]	.	-14.1	.	.
Cc1cc(=O)[nH]c(SCC(=O)Nc2ccccc2C#N)c1C#N	-27.8%	2.4%	-5.5%	-37.4	?	-0.9%
NC(=O)CC(NC(=O)c1cccc(Br)c1)c1ccc(NCC2CC2)c([N+](=O)[O-])c1 (configuration not stated)	-6.3%	-19.6%	-6.8%	-10.7	?	6.4%
O=c1nc(SCc2cccc(C(F)(F)F)c2)nc2ccccn12	-30.0%	1.4%	-2.2%	2.4	2.1%	1.0%
CCn1c(C(=O)Nc2cc(C)cc(C)c2)cc2sc(Cl)cc21	.	.	0.5%	-17.9	0.6%	.
Cc1ccccc1CC(=O)NC1CCN(Cc2ccccc2)CC1	-5.6%	-12.8%	12.2%	24.6	-10.9%	-8.8%
Cc1ccc(C)c(NC(=O)c2ccc3nc(CCc4ccccc4)oc3c2)c1	.	.	-3.1%	14.3	16.5%	.
CCCCn1c(-c2cccc(F)c2)nc2c1c(=O)[nH]c(=O)n2CC(C)C	-8.6%	-29.4%	2.6%	73.3	-7.9%	5.3%
COc1ccccc1C(=O)NCCCn1cc(Br)c(C)n1	-14.5%	-2.1%	0.4%	-11.0	-10.0%	-0.1%
COc1ccc(NC(=O)CSCc2ccccc2C)cc1	1.1%	?	4.0%	15.1	-13.5%	-7.4%
O=C(NC(=S)Nc1ccc2[nH]c(=O)[nH]c2c1)c1ccccc1[N+](=O)[O-]	59.8%[activator]	.	7.4%	52.2	3.9%	.
CC1CN(C(=O)COC(=O)COc2ccc(C#N)cc2)CC(C)O1 (configuration not stated)	-2.4%	0.1%	6.7%	9.3	-13.5%	.
O=c1[nH]c(=S)n(-c2ccccc2)c(O)c1C=NCc1ccccn1	84.6%[activator]	29.5%	19.8%	-7.9	-4.8%	-24.3%
CCOC(=O)C1=C(C)NC(SCC(N)=O)=C(C#N)C1c1cccs1 (configuration not stated)	-8.7%	8.5%	-7.7%	6.7	-5.6%	4.5%
CCn1c(SCC(=O)c2ccc3c(c2)Cc2ccccc2-3)nnc1-c1ccc(N)cc1	-0.4%	-10.0%	0.3%	-34.6	-3.1%	.
(next part)
SMILES	AMA1 RON2 block	HCV inh	Sm TGR block	HCMV antiviral	AmpC inh detg	FBPA Giardia inh
CCCn1c2ccccc2c2nnc(SCC(=O)Nc3cccc(C(C)=O)c3)nc21	.	.	11.2%	-23.8	17.6%	.
C=C(C(=O)O)C1CCC2(C)CCCC(C)(O)C2C1 (configuration not stated)	-3.6%	18.4%	3.9%	15.0	2.1%	15.2%
O=C(NCC12CC3CC(CC(C3)C1)C2)c1cc2n(n1)C(C(F)(F)F)CC(c1ccco1)N2 (configuration not stated)	15.5%	1.6%	-20.0%	-18.0	-5.8%	-4.9%
CCOc1ccccc1CN1CCC(n2nccc2NC(=O)CCc2ccccc2)CC1	0.0%	7.9%	-13.0%	0.0	?	2.6%
Cc1cccc(S(=O)(=O)c2cn(Cc3ccccc3)c3cc(N4CCCCC4C)c(F)cc3c2=O)c1 (configuration not stated)	.	.	-0.1%	-39.7	1.1%	.
CCN1C[C@@H]2[C@@H]3C(=O)N(C)C(=O)[C@@H]3[C@](C)(C1=O)N2C(=O)c1ccc(C)cc1	-0.8%	-1.8%	.	6.0	.	.
COc1ccc(NC(=O)C(c2ccccc2)c2ccccc2)cn1	-5.5%	-11.7%	3.1%	-26.0	4.8%	-2.6%
O=C1C2=C(C(=O)c3ccccc31)C1O[C@](c3ccsc3)(Cc3c1ccc1ccccc31)O2	.	.	?	.	-4.0%[22.9 µM]	3.7%[12.9 µM]
CCCCC(c1nnnn1CCOC)N1CCN(C(=O)c2ccco2)CC1 (configuration not stated)	?	10.1%&0.2%	0.5%	-2.8	3.9%	1.9%
CCOc1ccc(NC(=O)CN(C)C(=O)c2ccc(=O)[nH]c2)cc1OCC	3.4%	.	4.3%	.	6.7%	.
COc1ccc(C(=O)OCC(=O)c2cc(C)n(CC3CCCO3)c2C)cc1[N+](=O)[O-] (configuration not stated)	-6.3%	?	-9.2%	2.9	-1.8%	.
Cc1c(O)c(CN2CCCCC2)cc2c3c(c(=O)oc12)CCC3	-4.7%	?	8.3%	51.6	?	3.3%
CC(C)CNC(=O)c1cccc(NC(=O)CSc2ccccc2)c1	8.7%	-1.1%	0.7%	-28.7	-10.4%	1.8%
CCc1ccccc1Nc1nn2c(=O)c3ccc(C(=O)NCc4ccccc4OC)cc3nc2s1	.	.	-7.0%	?	-8.5%	.
CC1=C(C(=O)Nc2cccnc2)C(c2ccc(F)cc2)n2nc(SCc3ccccc3F)nc2N1 (configuration not stated)	.	.	-6.3%	8.1	-6.0%	.
COc1ccccc1NC(=O)c1ccc(COc2ccccc2OC)o1	-17.3%	?	1.7%	-29.4	-12.4%	0.2%
Cc1ccc([N+](=O)[O-])cc1NC(=O)CN(C(=O)c1ccc(Cl)cc1)C1CCCCC1	-2.6%	-17.9%	7.4%	?	1.9%	-8.0%
O=C(c1cc(COc2ccc(F)c(F)c2)on1)N1CCSCC1	10.2%	.	-8.0%	34.7	6.0%	.
COc1ccc(CC(=O)Nc2cc(Cl)ccc2O)cc1	-4.3%	2.7%	-26.3%	-31.4	3.8%	-0.9%
COc1ccccc1CNC(=O)CC(NS(=O)(=O)c1ccc(C)cc1)c1ccco1 (configuration not stated)	12.8%	?	3.0%	74.3	-1.4%	11.5%
O=C(Nc1cccc(C(=O)OCc2cc(=O)n3c4c(sc3n2)CCCC4)c1)c1ccc(Cl)cc1	.	.	2.0%	?	15.3%	.
Cc1ccc(C(=O)c2cc([N+](=O)[O-])ccc2N2CC(C)OC(C)C2)cc1 (configuration not stated)	-13.5%	-20.4%	-0.7%	-14.7	-4.4%	-3.9%
C=CCNC(=S)N/N=C(\C)c1cccc(OC)c1	28.7%	-9.8%	-1.6%	?	1.1%	-29.2%
CC(C)(C)c1ccc(NC(=O)c2ccccc2)c([N+](=O)[O-])c1	-20.5%	14.3%	0.2%	23.9	0.7%	0.0%
CCCN(CC(=O)Nc1ccc(Cl)cc1Cl)C(=O)c1ccc(=O)[nH]c1	10.8%	2.4%	7.2%	3.7	?	.

11 entries out of the list, sorted by molar mass, high to low:
SMILES	AMA1 RON2 block	HCV inh	Sm TGR block	HCMV antiviral	AmpC inh detg	FBPA Giardia inh
O=C(Nc1cccc(C(=O)OCc2cc(=O)n3c4c(sc3n2)CCCC4)c1)c1ccc(Cl)cc1	.	.	2.0%	?	15.3%	.
CC1=C(C(=O)Nc2cccnc2)C(c2ccc(F)cc2)n2nc(SCc3ccccc3F)nc2N1 (configuration not stated)	.	.	-6.3%	8.1	-6.0%	.
O=C1C2=C(C(=O)c3ccccc31)C1O[C@](c3ccsc3)(Cc3c1ccc1ccccc31)O2	.	.	?	.	-4.0%[22.9 µM]	3.7%[12.9 µM]
CCOc1ccccc1CN1CCC(n2nccc2NC(=O)CCc2ccccc2)CC1	0.0%	7.9%	-13.0%	0.0	?	2.6%
CCCn1c2ccccc2c2nnc(SCC(=O)Nc3cccc(C(C)=O)c3)nc21	.	.	11.2%	-23.8	17.6%	.
COc1ccc(C(=O)OCC(=O)c2cc(C)n(CC3CCCO3)c2C)cc1[N+](=O)[O-] (configuration not stated)	-6.3%	?	-9.2%	2.9	-1.8%	.
CCN1C[C@@H]2[C@@H]3C(=O)N(C)C(=O)[C@@H]3[C@](C)(C1=O)N2C(=O)c1ccc(C)cc1	-0.8%	-1.8%	.	6.0	.	.
COc1ccccc1NC(=O)c1ccc(COc2ccccc2OC)o1	-17.3%	?	1.7%	-29.4	-12.4%	0.2%
COc1ccc(NC(=O)C(c2ccccc2)c2ccccc2)cn1	-5.5%	-11.7%	3.1%	-26.0	4.8%	-2.6%
COc1ccc(CC(=O)Nc2cc(Cl)ccc2O)cc1	-4.3%	2.7%	-26.3%	-31.4	3.8%	-0.9%
C=CCNC(=S)N/N=C(\C)c1cccc(OC)c1	28.7%	-9.8%	-1.6%	?	1.1%	-29.2%

More structures:
SMILES	AMA1 RON2 block	HCV inh	Sm TGR block	HCMV antiviral	AmpC inh detg	FBPA Giardia inh
O=C1/C(=C/c2ccc(Cl)cc2)SC(=S)N1CCC(=O)N1CCCCC1CCO (configuration not stated)	-7.1%	?	-5.1%	-86.0*	-0.6%	.
O=c1c2oc3ccccc3c2n(Cc2cccc(F)c2)c(=O)n1Cc1ccc2c(c1)OCO2	.	.	0.5%	?	17.3%	.
COc1ccc(Br)cc1CN1C(=O)NC2(CCCCCC2)C1=O	-2.8%	6.8%	3.1%	5.5	-10.2%	5.4%
C/C(=N\NC(=O)COc1cccc2ccccc12)c1cccs1	53.8%[activator]	-26.4%	10.7%	-7.9	2.9%	2.6%
COc1ccc(NC(=O)CC2C(=O)N(c3cccc(OC)c3)C(=O)N2Cc2ccc3c(c2)OCO3)cc1 (configuration not stated)	.	.	-6.3%	-2.7	4.1%	.
Cc1ccc(C(=O)N[C@H](C(=O)Nc2ccc(F)cc2)C(C)C)cc1	-3.0%	-26.7%	-1.1%	43.3	-6.2%	1.8%
N#Cc1c(N)sc(=S)c2c1CCCCC2	-3.1%	4.1%	7.94µM*	?	-1.0%	10µM*

Screens from PubChem BioAssay.
